# Source: PubChem
# KCNH2 3.1 inh = inhibitors of human KCNH2 3.1 potassium channel isoform | U2OS KCNH2 3.1, thallium flux FluxOr; active compounds read low | activity change, % (tested at about 1.8 µM) | hit rate 0.95% among 340,000 | AID 720553;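 active = maximum activity change below -70%; inconclusive = maximum activity change from -70% to -50%; inactive = maximum activity change above -50%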;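 note: thallium influx rate constant from kinetic fluorescence after stimulation buffer; % is set by controls: 0 for no effect and ±100 for the full control effect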
#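 Virally transduced U2OS (3.1 isoform, 4 h infection in dark at RT) → overnight 37 C → FluxOr + Red40 in HBSS/HEPES, 45 min → stimulation buffer, 2 min kinetic read → rate constant vs DMSO controls.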
# GALK inhibitor = blocks human galactokinase activity | P51570 | Purified GALK, Kinase-Glo residual ATP luminescence | Potency, µM (titrated, usually from 57.5 µM), for inactives: at the top dose activity change, negative = inhibition, most hits filed as inhibitors | hit rate 0.007% among 270,000; note: potency is the fitted concentration of half-maximal effect; % is set by controls: 0 for no effect and ±100 for the full control effect
#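 Compounds were pin-transferred into ATP buffer (35 uM final), then GALK plus galactose (5 nM, 100 uM final) was added. After 1 h at room temperature, Kinase-Glo Plus was added and luminescence read after 10 min.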
# USP2a inh = USP2a (human) protease inhibition; O75604; USP2 core, Ub-CHOP2 coupled fluorogenic reporter, 485/531; Potency, µM (doses to about 38.3 µM), inactives show at the highest dose activity change, negative = inhibition, hits mostly inhibitors; hit rate 0.01% among 330,000; AID 463254;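 note: potency is the fitted concentration of half-maximal effect; plate controls were DMSO wells for no effect and full inhibition by NEM control for full effect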
#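 Cell-free coupled assay: 10nM USP2 core preincubated 30min RT with compound in Tris-HCl pH 8.0/CaCl2/CHAPS buffer, then 25nM Ub-CHOP2 and 25nM reporter substrate; fluorescence (Ex 485/Em 531) read after 60min RT, normalized to NEM inhibition, concentration-response curves fitted.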
# FBPA coupling cs = counter-screen for Giardia aldolase inhibitors: coupling enzyme system. coupling enzyme system counterscreen, AmpLite Red fluorescence. activity change, negative = inhibition, % at 58.2 µM, hits read low. hit rate 0.67% among 290,000. AID 2472; in the data active = activity change below about -30%; note: % is set by controls: 0 for no effect and ±100 for the full control effect
#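 Activity here indicates interference with the coupling reaction, not aldolase inhibition. Compounds at 57.5 uM final met coupling enzymes for 10 min at RT; substrate and AmpLite Red detection followed, with a 525/598 nm fluorescence read after 20 min.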
# Menin-MLL TR inh = displaces Texas Red mutant MLL peptide from human menin; Potency, µM (top dose mostly 61.6 µM), for the others: at the top dose FP activity change, negative = inhibition, actives largely listed as inhibitors; O00255; hit rate 0.23% among 270,000; AID 1768; Menin + Texas Red MLL mutant peptide, fluorescence polarization; active = well fitted inhibition curve with a large enough effect in the polarisation, with a control signal flat, not every such curve was filed as active; inconclusive = small, poorly fitted or top-dose-only effect, or effect the other way, or a change in a side signal; inactive = no such curve, though single readings can be large or run the other way; the % refers to the polarisation; note: potency is the fitted concentration of half-maximal effect; % of control where 0% means no effect; many of its hits are not listed in these tables
# Target sequence (O00255 whole entry, looked up): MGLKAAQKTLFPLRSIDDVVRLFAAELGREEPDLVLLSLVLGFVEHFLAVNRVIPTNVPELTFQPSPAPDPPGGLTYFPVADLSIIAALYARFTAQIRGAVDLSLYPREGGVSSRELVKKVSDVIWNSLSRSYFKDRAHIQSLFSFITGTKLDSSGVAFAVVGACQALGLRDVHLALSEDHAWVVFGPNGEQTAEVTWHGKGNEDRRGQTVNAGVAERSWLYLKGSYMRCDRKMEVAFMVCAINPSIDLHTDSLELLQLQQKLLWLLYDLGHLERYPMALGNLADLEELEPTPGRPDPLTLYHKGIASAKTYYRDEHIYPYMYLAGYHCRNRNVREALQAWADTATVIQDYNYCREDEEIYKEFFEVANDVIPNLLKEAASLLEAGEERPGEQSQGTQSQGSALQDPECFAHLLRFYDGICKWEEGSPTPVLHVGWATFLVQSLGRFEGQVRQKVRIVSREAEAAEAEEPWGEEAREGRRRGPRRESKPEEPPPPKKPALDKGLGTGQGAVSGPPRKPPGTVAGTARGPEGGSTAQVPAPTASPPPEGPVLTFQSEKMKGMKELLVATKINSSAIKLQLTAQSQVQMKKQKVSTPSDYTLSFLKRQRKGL
# hERG WT inh = KCNH2 (human, wildtype) channel inhibition; hit rate 0.37% among 340,000; U2OS, BacMam KCNH2, thallium flux FluxOr; active compounds read low; activity change, % at 1.84 µM; Q12809;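 active = maximum activity change below -70%; inconclusive = maximum activity change between -70% and -50%; inactive = maximum activity change above -50%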; note: % is set by controls: 0 for no effect and ±100 for the full control effect
#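 U2OS cells transduced with wild-type KCNH2 virus are loaded with FluxOr dye for 45 min, and thallium flux is measured in kinetic reads before and after stimulation buffer. Rate constants are normalized to DMSO controls.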
# Giardia killer = Giardia lamblia killing; Giardia lamblia trophozoite viability; activity change, % at 7.66 µM, hits read low; hit rate 0.15% among 340,000; in the data active = activity change below about -80%; inconclusive = between about -30% and that limit;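 note: parasites exposed to compound for two days anaerobically before the ATP read; % is set by controls: 0 for no effect and ±100 for the full control effect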
#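 Compounds were tested on trophozoites seeded at 100 cells/well and held 48 hrs at 37 deg C anaerobically. An ATP-based luminescent kit measured the remaining live cells.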
# CXXC DNA block = MLL CXXC-DNA interaction inhibition | Q03164 | hit rate 0.037% among 290,000 | MLL-CXXC / FITC-HOXA9 DNA fluorescence polarization | Potency, µM (highest dose often 115 µM), for the others: top-dose activity change, negative = inhibition, usual class: inhibitors; active = well fitted inhibition curve with a large enough effect in the polarisation, with a control signal flat, not every such curve was filed as active; inconclusive = small, poorly fitted or top-dose-only effect, or effect the other way, or a change in a side signal; inactive = no such curve, though single readings can be large or run the other way; the % refers to the polarisation; note: potency is the fitted concentration of half-maximal effect
#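 Steps: dispense CXXC domain solution (7 uM) → pin compounds or unlabeled HOX-A9 DNA control → 5 min ambient → add FLSN-HOX-A9 solution (50 nM) → spin → 30 min ambient → fluorescence polarization. Tris pH 7.5/NaCl/DTT/BSA buffer.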
# TRPV1 agonist = human TRPV1 agonism; Q8NER1; TRPV1-expressing cells, Fluo-8 calcium influx, agonist mode; activation, % at 8.33 µM; hit rate 0.19% among 320,000; in the data active = activation above about 80%; inconclusive = between about 30% and that limit; note: 0% is about no effect
#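 Fluo-8 calcium influx in TRPV1-expressing cells, kinetic read (ex 480/em 520 nm). Compound added and read 3 min for agonist activity, followed by capsaicin at EC20 final and 2 min further read for enhancement.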
# PKM2 act = PKM2 (human) enzyme activation. purified PKM2, Kinase-Glo ATP luminescence, activation; response scale: 0% is enzyme alone, no compound. Potency, µM (top dose mostly 57.5 µM), for the others: at the highest dose activation, hits mostly activators. hit rate 0.34% among 260,000. AID 1631; note: potency is the fitted concentration of half-maximal effect; % is set by controls: 0 for no effect and ±100 for the full control effect; nearly all actives have a fitted effect of over 55% in size
#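 ATP formation by purified human PK-M2, quantified via coupled luciferase luminescence after 1 h at room temperature with 0.1 mM ADP and 0.5 mM PEP final.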
# B2AR arrestin = agonists driving beta-arrestin recruitment to human beta2-adrenergic receptor; P07550; beta-arrestin recruitment to beta2AR, cell-based reporter; Potency, µM (top dose mostly 46.1 µM), for inactives: at the highest dose activation, most hits filed as activators; hit rate 0.02% among 330,000;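 note: potency is the fitted concentration of half-maximal effect; 0% = DMSO controls and full agonism = EC100 isoproterenol or metaproterenol; nearly all actives have a fitted effect of over 65% in size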
# Target sequence (P07550 whole entry, looked up): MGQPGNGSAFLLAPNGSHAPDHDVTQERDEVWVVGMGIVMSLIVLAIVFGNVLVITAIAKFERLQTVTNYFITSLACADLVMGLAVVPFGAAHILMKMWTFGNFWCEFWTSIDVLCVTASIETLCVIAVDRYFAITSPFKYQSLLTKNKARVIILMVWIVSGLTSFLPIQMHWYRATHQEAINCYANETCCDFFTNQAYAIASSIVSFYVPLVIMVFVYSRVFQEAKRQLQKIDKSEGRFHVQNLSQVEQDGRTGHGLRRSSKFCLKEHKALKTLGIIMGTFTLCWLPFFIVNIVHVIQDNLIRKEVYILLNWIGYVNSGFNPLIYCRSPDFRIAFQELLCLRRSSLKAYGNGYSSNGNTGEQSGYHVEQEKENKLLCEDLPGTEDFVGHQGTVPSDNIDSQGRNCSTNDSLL
# The depositor's hits bear a star; ? = inconclusive; · = no result given; [ ] = another dose, or the depositor's remark. Unless noted, calls come from the whole dose curve; as a rule, active = well fitted curve in the direction sought with a large enough effect; inconclusive = small, poorly fitted or top-dose-only effect, or another doubt; inactive = no such curve, though single readings can be large; an effect the other way counts as inactive or inconclusive. Some of the compounds tested; count on the stated rates, not on these rows.
# Every second line gives: KCNH2 3.1 inh	GALK inhibitor	USP2a inh	FBPA coupling cs	Menin-MLL TR inh	hERG WT inh	Giardia killer	CXXC DNA block	TRPV1 agonist	PKM2 act	B2AR arrestin
O=C(O)CN1C(=O)/C(=C\c2cccc(OCc3ccc(F)cc3)c2)SC1=S
  6	·	-11%	15	?	4	-11	11%	0	·	0.4%
O=C(C(NS(=O)(=O)c1cccc2nsnc12)c1ccccc1)N1CCN(c2ccccn2)CC1 (stereo not given)
  -2	-3%	3%	-4	5%	1	-9	0%	2	1%	-1.0%
C/C(=N\OCC(=O)Nc1ccc(OC(F)(F)F)cc1)c1ccc2c(c1)OCCO2
  -10	2%	0%	-10	7%	-1	-3	3%	?	-3%	-0.7%
Cc1cccc(OCC(=O)N2CCN(C(=O)COc3ccc(Cl)cc3)CC2)c1
  -25	0%	2%	0	·	-2	-5	-6%	?	·	0.5%
O=C(NCC1CCCN1S(=O)(=O)c1ccccc1)c1cccc(Cl)c1 (stereo not given)
  1	·	2%	·	·	-7	-10	·	15	·	0.2%
[N-]=[N+]=CC(=O)C(Cc1ccccc1)N1C(=O)c2ccccc2C1=O (stereo not given)
  0	9%	-1%	0	-8%	8	5	-2%	7	11µM*	0.0%
CCOc1cc(C(=O)Nc2nnc(S(=O)(=O)N3CCOCC3)s2)cc(OCC)c1OCC
  3	-6%	-7%	14	?	-1	21	1%	6	·	-0.3%
CCCc1nc2nc(C)c(NS(=O)(=O)c3ccc(CC(C)C)cc3)c(=O)n2[nH]1
  3	4%	-5%	-1	10%	-1	12	15%	10	-1%	0.5%
CCOc1ccccc1NS(=O)(=O)c1ccc(-n2cccn2)cc1
  -2	-1%	0%	-1	6%	2	-28	-11%	-6	4%	0.2%
CC1=C(C(=O)OC(C)C)C(c2ccsc2)NC(=O)N1C (stereo not given)
  -1	-1%	0%	0	-7%	14	-4	-4%	-3	-4%	-0.5%
CCOc1cccc(-n2nnnc2-c2ccc(OC)cc2)c1
  8	2%	0%	-1	-8%	1	-9	-5%	0	-4%	-0.1%
COc1cc(NC(=O)C2CCCN(S(=O)(=O)c3ccc4c(c3)oc(=O)n4C)C2)cc(OC)c1 (stereo not given)
  2	1%	1%	0	1%	4	7	17%	-1	6%	0.1%
O=C(/C=C/c1cccs1)N1CCN(c2ccccc2)CC1
  12	0%	2%	-1	?	-4	7	-24%	11	-4%	0.1%
COc1ccc(CCNC(=O)Oc2ccccc2)cc1OC
  25	-1%	1%	0	-14%	-2	8	-3%	-1	·	0.2%
COc1ccc(CCNS(=O)(=O)c2ccc(OC)c(OC)c2)cc1OC
  2	-1%	-2%	-2	13%	-8	-29	-2%	2	0%	-0.6%
COC(=O)C(=C/C=C/c1ccco1)C(=O)OC
  -21	8%	-1%	-1	·	1	19	-23%	2	3%	0.0%
NCCCC[C@H](NC(=O)C1CCNCC1)c1nnc(CN)o1
  ·	1%	-2%	1	13%	·	·	-15%	1	3%	0.7%
O=C(Cc1ccc(Cl)c(Cl)c1)NC1CCCCCC1
  -3	1%	-1%	2	4%	2	-10	20%	?	3%	-0.3%
O=C(Nc1ccc(Cl)cc1)OCCn1nnnc1C(c1ccccc1)N1CCOCC1 (stereo not given)
  -21	-4%	0%	1	17%	-3	38[activator]	-1%	10	-6%	-0.3%
COc1ccc(NC(=O)Nc2c(C)n(C)n(-c3ccccc3)c2=O)cc1OC
  ·	5%	3%	0	1%	0	-1	10%	-1	-4%	-0.7%

# Carrying on:
# Every second line gives: KCNH2 3.1 inh	GALK inhibitor	USP2a inh	FBPA coupling cs	Menin-MLL TR inh	hERG WT inh	Giardia killer	CXXC DNA block	TRPV1 agonist	PKM2 act	B2AR arrestin
CN(Cc1nccn1C)C(=O)CC1C(=O)NCCN1Cc1ccc(F)cc1Cl (stereo not given)
  6	-5%	1%	1	0%	6	-11	0%	6	-1%	-0.8%
Nc1nc(CN2CCN(c3ccccc3F)CC2)nc(Nc2ccccc2)n1
  -27	0%	-5%	-1	6%	25	4	-3%	7	1%	0.3%
CC1(C)Cc2cccc(Oc3cc(NN4CCCCC4)c([N+](=O)[O-])cc3[N+](=O)[O-])c2O1
  11	·	2%	-1	?	0	-26	15%	3	-5%	0.9%
CC(C)CC(NC(=O)c1ccc(Cl)cc1)C(=O)OCC(=O)c1ccc2c(c1)NC(=O)CO2 (stereo not given)
  -43	-2%	2%	-11	·	6	-4	37%[activator]	14	3%	0.1%
COc1ccc(F)cc1C1=CC(=O)C[C@H](c2ccc3c(c2)OCO3)C1
  -5	·	0%	·	·	-1	-13	·	24	·	0.1%
CC/C(O)=C1\C(=O)CC(C)(C)CC1=Nc1ccccc1C
  -6	·	4%	-3	-19%	-6	-10	4%	12	-6%	0.1%
CC(Sc1nc2scc(-c3ccccc3)c2c(=O)[nH]1)C(=O)NC(N)=O (stereo not given)
  11	-2%	-1%	5	·	12	-11	0%	-1	1%	0.0%
Cc1ccc(NC(=O)COc2ccc(-c3nnco3)cc2)cc1S(=O)(=O)N1CCOCC1
  8	7%	1%	1	7%	0	19	-3%	3	1%	0.0%
Cc1cc(C)nc(NC(=O)Cc2ccc([N+](=O)[O-])cc2)c1
  -9	-3%	3%	0	10%	2	14	-3%	0	-2%	-0.1%
O=C(C[C@H]1C/C=C\C[C@H](Cc2ccc(F)cc2)C(=O)O[C@@H](c2ccccc2)CNC1=O)N[C@H](CO)Cc1ccccc1
  -8	·	3%	·	·	4	-6	·	·	·	0.0%
CCOC(=O)C(C)Sc1ncnc2nc[nH]c12 (stereo not given)
  21	-2%	0%	-1	-14%	44	-9	-6%	0	-2%	0.3%
O=C(C[C@H]1C[C@H](C(=O)N2CCOCC2)[C@@]2(CCC3CCCC3)c3[nH]c4cc(-c5ccco5)ccc4c3CCN2C1=O)NCc1cccc(C(F)(F)F)c1
  -19	·	1%	·	·	-7	10	·	·	·	-1.1%
Cc1nc(Oc2ccccc2)c2ccsc2n1
  12	-1%	0%	0	-10%	-2	3	?	13	-12%	0.1%
CCCCCCNC(=O)c1ncn[nH]1
  -4	-2%	2%	-3	·	8	17	17%	-2	8%	-0.4%
C(=N/Nc1nc(-c2ccccc2)cc(-c2ccccc2)n1)/c1cccnc1
  4	-5%	-1%	1	21%	0	15	20%	?	-1%	0.1%
N#CCCN(C(=O)CSc1n[nH]c(=O)[nH]c1=O)c1ccccc1
  6	·	0%	·	·	3	4	·	·	·	-0.8%
Cc1ccccc1S(=O)(=O)Nc1ncc(C(F)(F)F)cc1Cl
  -3	4%	3%	3	9%	-1	16	-5%	1	4%	0.0%
CCCn1c(N)c(C(=O)CSc2nc3ncc(Cl)cc3[nH]2)c(=O)[nH]c1=O
  -1	·	2%	·	·	-21	?	·	-3	·	0.0%
CC(C)Nc1nc(NC(C)C)nc(OCCOC(=O)c2ccccc2)n1
  3	·	3%	-2	1%	6	5	23%	5	?	0.4%
Cn1c(SC/C=C/c2ccccc2)nnc1-c1cccs1
  16	-1%	4%	4	-6%	-14	2	-1%	-1	0%	-0.1%

# The last two records of the section before open the next one.
# Every second line gives: KCNH2 3.1 inh	GALK inhibitor	USP2a inh	FBPA coupling cs	Menin-MLL TR inh	hERG WT inh	Giardia killer	CXXC DNA block	TRPV1 agonist	PKM2 act	B2AR arrestin
CC(C)Nc1nc(NC(C)C)nc(OCCOC(=O)c2ccccc2)n1
  3	·	3%	-2	1%	6	5	23%	5	?	0.4%
Cn1c(SC/C=C/c2ccccc2)nnc1-c1cccs1
  16	-1%	4%	4	-6%	-14	2	-1%	-1	0%	-0.1%
COc1ccccc1C(=O)Nc1ccnn1C1CCN(C(=O)C(C)(C)C)CC1
  18	11%	1%	2	2%	19	-7	9%	-3	0%	0.3%
O=C(CSc1nnc(CNc2ccccc2)o1)N1CCc2ccccc21
  10	2%	2%	2	-28%	-4	22	15%	11	9%	-0.2%
CCOc1ccc(N2CC(C(=O)OCC(=O)c3ccc(OC)cc3)CC2=O)cc1 (stereo not given)
  21	2%	1%	-1	-6%	-6	-2	37%[activator]	11	·	-0.2%
CNC(=O)COc1coc(CN2CCN(c3cccc(Cl)c3)CC2)cc1=O
  -2	8%	3%	-6	5%	8	-4	10%	2	1%	0.3%
CCOC(=O)/C=C1\CN(Cc2ccc(OC)cc2)S(=O)(=O)c2ccccc21
  -21	·	-1%	-4	2%	2	-7	-3%	-3	3%	-0.3%
O=C(COC(=O)/C=C/c1cn(-c2ccccc2)nc1-c1cccnc1)Nc1ccc(Cl)cc1Cl
  0	0%	11%	0	-16%	11	-4	3%	1	-3%	-0.5%
CN1CCc2c(sc(/N=C/c3cccs3)c2C(N)=O)C1
  11	19%	9%	1	-26%	-2	7	25%	-1	-4%	-0.6%
CC1(C)CC(=O)c2cnc3nc4ccccc4n3c2C1
  6	0%	1%	-4	?	·	14	-17%	2	0%	0.2%
